Screens from PubChem.
ATXN2 expr inh: inhibitors of ATXN2 expression. HEK-293 ATXN2-luciferase reporter, luminescence, 24 h. Potency, µM (top dose mostly 57 µM), without a hit: top-dose activity change, negative = inhibition, actives largely listed as inhibitors. hit rate 0.72% among 360,000. AID 1745845; also: potency is read from the fitted curve at half-maximal effect; % is scaled to controls: 0 for no effect and ±100 for the full control effect; nearly all actives have a fitted effect of over 55% in size
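qHTS (up to 57 uM final) was run with 24 h compound exposure of reporter cells at 37 °C. Each well was multiplexed: SteadyGlo luminescence measured ATXN2-luciferase expression after a fluorogenic Gly-Phe-AFC viability readout (25 uM final).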
KB-3-1 cytotox: KB-3-1 parental cell cytotoxicity. KB-3-1 viability, CellTiter-Glo ATP luminescence, 72 h. Potency, µM (titrated, usually from 46.1 µM), inactives show at the highest dose activity change, negative = cytotoxic, hits mostly cytotoxic. hit rate 1.4% among 400,000. AID 1347075; also: potency is read from the fitted curve at half-maximal effect; % is scaled to controls: 0 for no effect and ±100 for the full control effect; nearly all actives have a fitted effect of over 60% in size
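Screening of KB-3-1 cells (DMEM, 10% FBS, phenol-red free) ran from lowest to highest compound concentration; after 72 h at 37 °C viability was read luminescently and curves fitted.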
HepG2 viability: HepG2 cytotoxicity, counter-screen for TGF-b inhibitors; HepG2 CAGA-GFP viability, ATP luminescence, 18 h; hit rate 0.76% among 410,000; Potency, µM (series often up to 46.1 µM), without a hit: at the highest dose activity change, negative = cytotoxicity, actives largely listed as cytotoxic; also: potency is read from the fitted curve at half-maximal effect; some results filed as inactive show a strong effect at the top dose
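HepG2 CAGA-GFP cells (1000/well, DMEM with 1% FBS) received compound, then TGF-beta at 500 pg/mL final, and were incubated 18 hours at 37 degrees C. Viability was read by CellTiter-Glo luminescence. Media-only wells were set as complete cell-killing and DMSO as no toxicity.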
HT1080 IDH1KD tx: kills HT-1080 cells with IDH1 knockdown; HT-1080 IDH1 knockdown viability, ATP luminescence, 48 h; Potency, µM (titrated, usually from 46.1 µM), inactives show at the top dose activity, negative = toxicity, most hits filed as cytotoxic; hit rate 2% among 360,000; AID 686971;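 also: potency is read from the fitted curve at half-maximal effect; 0% = DMSO wells and -100% = cell-free medium wells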
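IDH1KD HT-1080 cells, 750/well, RPMI + 5% FBS; compound pinned after 2 h settling; 48 h, 37 °C; CellTiter-Glo luminescence; % activity normalised to DMSO and no-cell wells; curves fitted, classed by r2 and efficacy.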
ATXN viability: reduces viability in counter-screen for ATXN expression inhibitors | S2 cells (HEK-293 line with an ATXN2-luciferase reporter) viability, CellTiter-Fluor protease fluorescence, 24 h | Potency, µM (series often up to 56.7 µM), hits mostly cytotoxic | hit rate 0.49% among 400,000 | AID 651635; also: potency is read from the fitted curve at half-maximal effect; nearly all actives have a fitted effect of over 40% in size
HT1080NT lethal: kills 2HG-producing HT-1080-NT fibrosarcoma cells; Potency, µM (doses to about 46.1 µM), inactives show at the highest dose activity, negative = less viability, actives largely listed as cytotoxic; hit rate 1.6% among 360,000; AID 686970; HT-1080-NT fibrosarcoma viability, CellTiter-Glo ATP luminescence, 48 h;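 also: NT is the 2HG producing partner of a matched IDH1 knockdown line; potency is read from the fitted curve at half-maximal effect; 0% = DMSO-treated cells and -100% = media-only wells without cells; nearly all actives have a fitted effect of over 55% in size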
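750 cells/well, RPMI + 5% FBS; 2 h settle, compound pin-transfer, 48 h at 37 degrees C. CellTiter-Glo 10 min RT, luminescence. Normalized to DMSO and media-only wells.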
SW480 rereplic: inducers of DNA re-replication in SW480 colon cancer cells; SW480 DNA re-replication, Hoechst DNA content imaging, 48 h; Potency, µM (top dose mostly 46.1 µM), without a hit: at the highest dose re-replication activation, most hits filed as activators; hit rate 1.8% among 340,000; AID 624297; also: potency is read from the fitted curve at half-maximal effect; % of control where 0% means no effect; nearly all actives have a fitted effect of over 55% in size
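Image-based read-out: total Hoechst fluorescence of nuclei (405 nm excitation, 500-530 nm emission), with hits raising the fraction of high-intensity nuclei. SW480 colon cells incubated 48 hr with compounds at 37 C.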
IL1B secr inh: inflammasome signaling inhibition, IL-1 beta readout; THP-1 LPS/ATP IL-1B secretion, AlphaLISA, 16 h; active compounds read low; activity change, % at 57.5 µM; hit rate 4.7% among 360,000; AID 743279; in the data active = activity change below about -50%; inconclusive = mostly about -30% to -49%; also: % is scaled to controls: 0 for no effect and ±100 for the full control effect
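Secreted IL-1B measured by AlphaLISA bead assay after 16 h compound exposure of THP-1 cells; compounds (final up to 57.5 uM) added 1 h before LPS (250 ng/mL) and ATP (1.25 mM) stimulation; lower signal means less secretion.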
MCF10A rereplic: inducers of DNA re-replication in MCF 10A breast cells; hit rate 2.9% among 350,000; Potency, µM (top dose mostly 46.1 µM), inactives show at the top dose activity, positive = re-replication, hits mostly activators; MCF 10A DNA re-replication, Hoechst nuclear intensity, 48 h; also: potency is read from the fitted curve at half-maximal effect; % of control where 0% means no effect; nearly all actives have a fitted effect of over 50% in size
The depositor's hits bear a star; i = inactive; ? = inconclusive; · = no result given; & = joins results of further samples; [ ] = remark or other dose. Unless noted, calls follow the shape of the dose curve; as a rule, active = well fitted curve in the direction sought with a large enough effect; inconclusive = small, poorly fitted or top-dose-only effect, or another doubt; inactive = no such curve, though single readings can be large; an effect the other way counts as inactive or inconclusive.

SMILES	ATXN2 expr inh	KB-3-1 cytotox	HepG2 viability	HT1080 IDH1KD tx	ATXN viability	HT1080NT lethal	SW480 rereplic	IL1B secr inh	MCF10A rereplic
COc1cc(CC(=O)OCC(=O)NCc2cccs2)cc(OC)c1OC	1%	-15%	-15%	2%	i	1%	-6%	-7	1%
Cc1csc(NC(=O)Cc2ccc(Cl)cc2)n1	29%	-13%	-15%	-1%	i	-4%	4%	20	5%
O=C(Nc1nnc(-c2ccccc2)o1)Nc1ccccc1Cl	16%	0%	6%	3%	i	5%	-14%	15	-1%
CC1=NOC(=O)/C1=C\c1ccc(-c2ccc(Cl)c(C(=O)O)c2)o1	-1%	-1%	2%	9%	i	-20%	-17%	18	-5%
O=C(CC[C@H]1O[C@@H](n2ccc(=O)[nH]c2=O)[C@H](O)[C@@H]1O)N[C@H](Cc1ccccc1)C(=O)NCC1CCCO1 (some centres not stated)	1%	-6%	-17%	12%	i	0%	·	0	·
C[C@H]1CN([C@@H](C)CO)C(=O)CCCn2nncc2CO[C@@H]1CN(C)Cc1ccc(-c2ccccc2)cc1	?	1%	-44%	?	?	-29%	·	-25	·
Cc1ccc(-c2nnn(CC(=O)Nc3cccc4cccnc34)n2)o1	5%	-22%	-5%	11%	i	18%	-14%	-1	4%
O=C(CCl)c1ccc2[nH]c(=O)oc2c1	·	-7%	10µM*	-2%	i	1%	?	?	?
Cc1ccc(OC(=O)c2cc(C)nn2C(C)(C)C)cc1	·	-2%	6%	16%	i	19%	-9%	0	6%
O=C(CSc1nccc2ccccc12)N1CCN(c2ccccn2)CC1	2%	-17%	-30%	-2%	i	-3%	-5%	-18	2%
COc1cc(OC)c(NC(=O)CCc2ccccc2)cc1Cl	1%	-4%	-23%	0%	i	-3%	-4%	8	?
O=C(CN1C(=O)COc2ccc(S(=O)(=O)N3CCCCC3)cc21)NCc1ccccc1Cl	3%	0%	-12%&-22%	-2%	i	0%	-19%	?	7%
CCNc1c(NS(=O)(=O)c2ccc(OC)cc2)c(=O)oc2ccccc12	5%	2%	-3%	0%	?	5%	1%	-3	4%
COc1ccc(-n2c(SCCC#N)nnc2-c2cc(Cl)ccc2OC)cc1Cl	-22%	?	-3%	29µM*	?	?	?	30	16µM*
COC(=O)[C@]1(Cc2ccccc2)N[C@H](CN(C)S(=O)(=O)c2ccc(C(F)(F)F)cc2)[C@@H]2C(=O)N(Cc3ccccc3)C(=O)[C@@H]21	1%	4%	-10%	10%	i	14%	7%	-20	-22%
COc1ccc(OC)c2sc(NC(=O)c3ccc(Br)s3)nc12	-33%	0%	-33%	10%	i	25%	-7%	-21	4%
COc1cccc(C=C2SC(=S)NC2=O)c1	17%	?	-15%	-5%	i	-9%	1%	-7	16µM*
COc1cc(CN2CCC(CCC(=O)NC3CC3)CC2)cc(Cl)c1OC	-4%	14%	-16%	6%	i	3%	7%	15	2%
COc1ccc(N(CC(=O)NCCSCc2ccc(C)cc2)S(=O)(=O)c2ccccc2)cc1	-4%	?	-8%	?	i	-25%	3%	i	?
CCOc1cc(Br)c(Br)c(C=Nc2ccc(NC(C)=O)cc2)c1O	2%	15%	-1%	1%	?	-5%	3%	4	?
CC(C)(C)n1nnnc1C(c1ccccc1F)N(Cc1ccco1)CC1CCCO1 (configuration not stated)	-1%	-3%	-7%	-5%	i	10%	-3%	-7	-5%
COc1ccc(S(=O)(=O)N2CCCC2CNC(=O)C(=O)NCc2ccc3c(c2)OCO3)cc1 (configuration not stated)	6%	-13%	-20%	-1%	i	-18%	-366%[inhibitor]	-14	7%
C#CCn1c2ccccc2c(=O)n1CCOc1ccccc1OC	·	16%	·	-7%	·	1%	·	6	·
COC(=O)c1ccc(CNC(=O)c2c3c(nc4ccccc24)CCN(Cc2ccccc2)C3)cc1	3%	-4%	-4%	-1%	i	-1%	5%	5	?

Single records, as listed above. Screens in order: ATXN2 expr inh | KB-3-1 cytotox | HepG2 viability | HT1080 IDH1KD tx | ATXN viability | HT1080NT lethal | SW480 rereplic | IL1B secr inh | MCF10A rereplic
Shown for `CCNc1c(NS(=O)(=O)c2ccc(OC)cc2)c(=O)oc2ccccc12` = 5% | 2% | -3% | 0% | ? | 5% | 1% | -3 | 4%
Shown for `COC(=O)c1ccc(CNC(=O)c2c3c(nc4ccccc24)CCN(Cc2ccccc2)C3)cc1` = 3% | -4% | -4% | -1% | i | -1% | 5% | 5 | ?
Shown for `COc1ccc(N(CC(=O)NCCSCc2ccc(C)cc2)S(=O)(=O)c2ccccc2)cc1` = -4% | ? | -8% | ? | i | -25% | 3% | i | ?
Shown for `COc1cc(CN2CCC(CCC(=O)NC3CC3)CC2)cc(Cl)c1OC` = -4% | 14% | -16% | 6% | i | 3% | 7% | 15 | 2%

Remaining list, next part.
SMILES	ATXN2 expr inh	KB-3-1 cytotox	HepG2 viability	HT1080 IDH1KD tx	ATXN viability	HT1080NT lethal	SW480 rereplic	IL1B secr inh	MCF10A rereplic
CCCn1nnc(NC(=O)/C=C/c2ccc(C(C)C)cc2)n1	-30%	-17%	-9%	-7%	i	-2%	?	-4	?
COc1ccc(CCNC(=O)c2cnc(C)cn2)cc1	6%	2%	0%	9%	i	9%	-9%	10	4%
CCNC(=O)CC1C(=O)N(c2ccc(F)cc2)C(=O)N1CCC(C)C (configuration not stated)	7%	-13%	-10%	-17%	i	-2%[9.24 µM]	2%	-13	1%
O=C(NC(=S)NCCOCc1ccc(Cl)cc1)c1cccnc1	-6%	11%	10%	4%	i	8%	2%	32	4%
[O-]c1n[n+](-c2ccc(Cl)cc2)cc2ccccc12	4%	13%	-16%	8%	i	2%	?	6	-44%[inhibitor]
COc1ccccc1OCCCN1C(=O)C(=O)c2cccc(C)c21	5%	?	-37%	-10%	i	-6%	?	21	21%
COc1ccc(CCNCC(O)COc2ccc(OC)cc2C(C)(C)C)cc1 (configuration not stated)	-37%	-6%	-169%	18µM*	?	?	23µM*	-97*	?
Cc1ccc(-c2cc(C(=O)Nc3ccccn3)c3ccccc3n2)o1	-17%	22%	5%	-4%	·	3%	9%	-24	?
O=C(O)CCC(=O)Nc1ccc(C(=O)OCC(=O)c2ccc(Cl)cc2)cc1	2%	17%	-1%	18%	i	7%	-5%	20	1%
COc1ccc(OC)c(NC(=O)c2cccc(Cn3cc(Br)c([N+](=O)[O-])n3)c2)c1	-7%	?	0%	-8%	i	-6%	-55%[inhibitor]	-25	6%
CC1(C)CC(=O)C2=C(C1)OC(N)=C(C#N)C21CCN(Cc2ccccc2)CC1	21%	3%	9%	15%	i	6%	-3%	0	1%
CCCCNC(=O)c1ccc2nc(CC)c(N(CC)CCOC)n2c1	-7%	0%	19%	29%	i	14%	·	-5	·
COc1ccc(CN2C(=O)C(CC(C)C)Nc3ncnc(N4CCCCC4)c32)cc1 (configuration not stated)	-12%	-5%	-9%	0%	i	0%	8%	-18	0%
Cc1ccc(NC2CCCN(C(=O)c3ccccc3-c3ncc[nH]3)C2)cc1C (configuration not stated)	-2%	-3%	4%	-15%	i	-1%	-32%[inhibitor]	0	3%
COc1cccc(OCc2cc(C(=O)N3CCC(C(O)C(C)C)CC3)no2)c1 (configuration not stated)	0%	1%	4%	2%	i	10%	?	1	10%
Cc1nc(N2CCOCC2)[nH]c(=O)c1CCC(C)C	4%	2%	-2%	-2%	i	-9%	0%	-8	12%
Cc1ccc2[nH]c(-c3ccccc3)cc(=O)c2c1	-17%	0.29µM*	-19%	1µM*	i	0.73µM*	?	70	?
C=CCOC(=O)CCP(=O)(CCC(=O)OCC=C)c1ccccc1	-18%	31%	3%	19%	i	17%	-4%	-1	0%
CC1O[C@@H](O[C@H](C)CC[C@@H](C)O)C(O)C[C@H]1O (some centres not stated)	10%	9%	-2%	12%	i	17%	-2%	20	-3%
COc1ccc(C2C(Oc3ccccc3)C(=O)N2c2ccc(C)c(C)c2)cc1OC (configuration not stated)	-15%	-10%	-12%	-3%	?	-4%	-3%[9.22 µM]	-4	12%
O=P(/C(=N/O)Sc1ccccc1)(N1CCOCC1)N1CCOCC1	-1%	2%	-11%	8%	i	-3%	1%	-21	6%
CC(C)NC(=O)c1cc(-c2cccs2)nc2ccccc12	·	2%	-1%	2%	?	-4%	-36%	-8	-1%
Cn1cc(-c2cccc(C(F)(F)F)c2)cc(C#N)c1=O	·	-5%	-26%	-2%	?	0%	-13%	13	12%
O=C(NC1CCCCC1)C(c1ccccc1)N(Cc1cccnc1)C(=O)c1csnn1 (configuration not stated)	5%	?	7%	-5%	i	-1%	-8%	10	-13%
Cc1nonc1OCCNCCNc1ccc([N+](=O)[O-])cc1Cl	-14%	-7%	-17%	-21%	?	-17%	9%	?	-7%
COc1ccc(NC(=O)CSc2nc3[nH]ncc3c(=O)[nH]2)c(OC)c1	-1%	8%	-2%	-11%	i	-14%	3%	0	5%
O=C1c2cc(Br)ccc2OC2C=CC=CC12 (configuration not stated)	2%	0%	-34%	1%	i	-1%	-6%	11	5%
CCNc1nc(NCC)nc(N2CC(=O)N(CC(=O)OCC)C2=N)n1	7%	0%	4%	-5%	i	-2%	0%	-1	-4%
CCc1nc(C)cc2c1sc1ccccc12	-29%	-1%	11%	-2%	i	2%	?	·	?
Cc1ccc(NC(=O)CN2CCOCC2)cc1Cl	22%	22%	-48%	16%	i	23%	12%	-11	2%
O=C(NCCN1CCOCC1)c1ccc(F)cc1	4%	-1%	-15%	-2%	i	0%	-3%	-4	-4%
CCN(CC)CCNC(=O)CS(=O)Cc1nc(-c2ccc(Cl)cc2)oc1C (configuration not stated)	-6%	-2%	-15%	-20%	i	?	-5%	-2	?
COc1ccc(C(=O)Nc2ccc(C)cn2)c(OC)c1	3.2µM*	?	-36%	-8%	i	?	-2%	-10	14%
O=C(CCN1C(=O)CSc2ccccc21)Nc1cccc(C(F)(F)F)c1	7%	-26%	-8%	3%	i	14%	-2%	?	-2%
